KCNQ1 block = human KCNQ1 channel inhibition; P51787; CHO-K1 KCNQ1, FluxOR thallium flux fluorescence; hits give high values; B-score at 10 µM; hit rate 1.3% among 310,000; AID 2642;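 active means compounds whose thallium flux B-score, printed positive for inhibition, exceeds three library SD while starting fluorescence stays within three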;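 further: channel opened by potassium depolarization with thallium stimulus after 20 min compound exposure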
TRPC4 agonist = opens the mouse TRPC4 cation channel | hit rate 0.49% among 310,000 | Q9QUQ5 | HEK293 TRPC4beta/mu-opioid, Fluo4 calcium fluorescence; hits give high values | B-score at 10 µM;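 active means B-score above 5 SD of library B-scores, and initial fluorescence ratio not above library mean plus 5 SD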;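 further: positive B-score marks a calcium rise read as TRPC4 activation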
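system = HEK293 cells stably co-expressing mouse TRPC4beta and mu-opioid receptor | schedule = Fluo4 dye loading 45 min at room temperature, 110 s recording | measure = B-scored integrated calcium fluorescence ratio | signal = Fluo4 calcium-sensitive dye fluorescence, kinetic, 1 Hz baseline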
PolyA inh = inhibitors of polyadenylation in S. cerevisiae; S. cerevisiae SKY197-pL101 polyadenylation reporter, beta-gal luminescence; efflux-impaired pdr1/pdr3 knockout yeast; score 100 = 6 SD above DMSO; calls only at 12 µM; hit rate 0.02% among 300,000; AID 1875;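 active means lowest replicate activity score at least 50, where 100 means six control SD above control mean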;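 further: yeast exposed to compound for 9 h at 30 °C; higher score means more reporter readthrough which indicates perturbed polyadenylation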
Platelet DG rel = platelet dense granule release activity | human platelet-rich plasma, SFLLRN dense granule ATP release, luminescence | inhibition, %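 (compounds screened at 7.5 µM in platelet-rich plasma)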 | hit rate 0.22% among 300,000;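 active means mean replicate score, as percent of positive control, at or above 50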
TRPC4 PAM = allosterically enhances the mouse TRPC4 cation channel | Q9QUQ5 | HEK293 TRPC4beta/mu-opioid, DAMGO EC20, Fluo-4 Ca2+ flux; hits give high values | B-score at 10 µM | hit rate 0.42% among 310,000 | AID 2227;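 active means B-score of calcium response area above 5 SD of library B-scores, with initial fluorescence ratio within 5 SD of library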;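 further: B-score of integrated fluorescence ratio over time as area under calcium response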
KCNK3 inh = human KCNK3 channel inhibition, primary screen | AID 602410 | CHO-KCNK3 thallium flux, FluxOR fluorescence; hits give low values | hit rate 0.84% among 340,000 | O14649 | B-score at 10 µM;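 active means B-score under library mean minus 4 SD, starting fluorescence ratio at most library mean plus 5 SD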;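 further: more negative B-score means stronger inhibition of thallium flux through KCNK3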
Target sequence (O14649 whole entry, looked up): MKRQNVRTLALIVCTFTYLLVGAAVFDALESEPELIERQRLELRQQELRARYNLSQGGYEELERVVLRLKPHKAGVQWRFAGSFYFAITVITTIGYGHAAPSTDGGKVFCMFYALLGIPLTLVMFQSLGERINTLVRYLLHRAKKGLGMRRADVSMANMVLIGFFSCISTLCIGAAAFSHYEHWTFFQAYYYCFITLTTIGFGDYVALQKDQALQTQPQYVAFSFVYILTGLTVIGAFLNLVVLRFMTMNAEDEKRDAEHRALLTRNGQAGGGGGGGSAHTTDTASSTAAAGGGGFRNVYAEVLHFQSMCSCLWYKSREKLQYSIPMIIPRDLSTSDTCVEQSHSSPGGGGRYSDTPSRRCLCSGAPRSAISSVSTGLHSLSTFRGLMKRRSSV
KCNQ1 act = human KCNQ1 channel potentiation or activation. P51787. CHO-K1 KCNQ1, thallium flux FluxOR fluorescence; hits give high values. B-score at 10 µM. hit rate 0.35% among 310,000. AID 2648;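 active means fluorescence ratio B-score, a plate-corrected score, at least three library SD, with initial intensity B-score within 5 SD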
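System: Stable KCNQ1 CHO-K1 line | Incubation: 90 min dye loading and 20 min compound exposure, both at room temperature | Measure: Ratio B score | Medium: Assay buffer for compound exposure, DMSO matched across wells | Compound dosing: Single-concentration screen | Probe or stimulus: K+/Tl+ depolarizing stimulus | Measured by: Kinetic FluxOR fluorescence, 10 s baseline plus 110 s post-stimulus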
TRPC4 block = TRPC4 (mouse) channel inhibition; HEK293 TRPC4beta/mu-opioid, DAMGO-evoked Fluo4 calcium flux; hits give low values; Q9QUQ5; hit rate 0.39% among 300,000; B-score at 10 µM;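 active means B-score over 3 SD under the library average, no early fluorescence shift, positive overall ratio signal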
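Assay system: HEK293 cells with stable TRPC4beta plus mu-opioid receptor expression. Dosing: single dose. Measured by: Fluo4 Ca2+ flux fluorescence. Also added: DAMGO in two steps, submaximal then maximal. Read-out: B score from integrated Fluo4 fluorescence ratio.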
Dyrk1A ADPGlo = inhibitors of rat Dyrk1A kinase | ADP-Glo luminescence, NFATc1 peptide | inhibition, % at 12.5 µM | hit rate 0.43% among 310,000 | AID 504441; in the data active means inhibition above about 50%;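 further: plate controls were vehicle with enzyme for no effect and no enzyme for full effect; many of its hits are not listed in these tables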
KCNK9 inh = blocks the human KCNK9 two-pore domain potassium channel; B-score at 10 µM; Q9NPC2; hit rate 1.2% among 310,000; AID 488922; HEK293 KCNK9, FluxOR thallium flux fluorescence; hits give low values;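 active means ratio B-score over 3 SD below the library mean, with starting fluorescence within 5 SD of its mean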;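 further: negative B-score means less thallium flux so channel inhibition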
hERG protect = compounds protecting human hERG from proarrhythmic drug block; Q12809; hit rate 0.51% among 310,000; activation (rescue from dofetilide block), less the hit threshold, % at 10 µM; CHO-hERG, FluxOR thallium flux, dofetilide IC70 present; AID 1511;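 active means activation above the mean of controls blocked by dofetilide plus 5 SD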;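 further: thallium influx through hERG after potassium depolarization seen as dye fluorescence rise; in these data hits start at about 4.7%; inactives centre near -7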
Active calls of the source: *; i = inactive; · = not tested or not shown. Only part of the results is shown; count on the stated rates, not on these rows.

SMILES	KCNQ1 block	TRPC4 agonist	PolyA inh	Platelet DG rel	TRPC4 PAM	KCNK3 inh	KCNQ1 act	TRPC4 block	Dyrk1A ADPGlo	KCNK9 inh	hERG protect
CCOc1ccc(-c2ccc(SC)nn2)cc1	i	i	i	95*	i	i	i	i	56*	i	-13
Cc1ccc2c(c1)N(C)/C(=C/c1cccc[n+]1C)S2	i	i	i	-3	i	i	i	i	-4	i	-27
CC(C)(C)n1ncc2c(=O)n(CC(=O)OCc3ccccc3)cnc21	i	i	i	2	i	i	i	i	5	i	-17
COc1ccc(/C=N/c2c(-c3ccc(OC)cc3)nc3n2CCS3)cc1	i	i	i	9	i	i	i	i	33	i	0
Cc1cccnc1NS(=O)(=O)c1cccc([N+](=O)[O-])c1	i	i	i	-7	i	i	i	i	6	i	-1
CCOC(=O)COc1ccc(C(c2c(C)[nH][nH]c2=O)c2c(C)[nH][nH]c2=O)cc1	i	i	i	-6	i	i	i	i	15	i	-1
CCN1CCc2[nH]c3ccccc3c2C1	i	i	i	2	i	i	i	i	4	i	-7
CCOC(=O)N1CCN(C(=O)NC23CC4CC(CC(C4)C2)C3)CC1	i	i	i	-16	i	i	i	i	10	i	-6
CC(=O)N1c2ccc(S(=O)(=O)N(C)CC(=O)Nc3cccc(C)c3)cc2CC1C (stereo unspecified)	i	i	i	-70	i	i	i	i	7	i	-5
O=C(COC(=O)c1cnccn1)N=c1sccn1Cc1ccccc1Cl	i	i	i	6	i	i	i	i	0	i	-14
COc1cc(NC(=O)C(=O)Nc2ccc3nc4n(c(=O)c3c2)CCCCC4)cc(OC)c1OC	i	i	i	20	i	i	i	i	-4	i	-7
CN1CCN(C(=O)CCN2C(=O)c3ccccc3C2=O)CC1	i	i	i	-2	i	i	i	i	·	i	-5
S=C(NCC1CCCO1)Nc1ccccc1 (stereo unspecified)	i	i	i	-4	i	i	i	i	-2	i	-5
CCN(CC)c1ccc(/C=N/NC(=O)c2ccc([N+](=O)[O-])cc2)cc1	i	i	i	0	i	i	i	i	-5	i	-6
CCOC(=O)NNC1CC(=O)N(c2ccccc2)C1=O (stereo unspecified)	i	i	i	8	i	i	i	i	-4	i	-2
Cc1ccc(S(=O)(=O)N2CCCC(C(=O)N3CCCc4ccccc43)C2)cc1 (stereo unspecified)	i	i	i	6	i	i	i	i	-4	i	-1
C[C@@H]1CCC[C@@]2(O[C@H](CCO)C[C@@H](O)[C@@H]2O)O1	i	i	i	-2	i	i	i	i	-4	i	-14
O=C(CC1CC2CCC1C2)NCCc1ccc(Cl)cc1 (stereo unspecified)	i	i	i	0	i	i	i	i	-9	i	-4
Cc1ccc(-c2nnc(SC(C)C(=O)NCC3CCCO3)nc2-c2ccc(C)cc2)cc1 (stereo unspecified)	i	i	i	-8	i	i	i	i	-3	i	-10
Cc1ccccc1OCC(=O)N/N=C/c1ccccn1	i	i	i	-10	i	i	i	i	19	i	0
O=[N+]([O-])/C=C1\C=CC=CN1Cc1ccc(Cl)cc1	i	i	i	-1	i	i	i	i	2	i	-1
COc1ccc(OC)c(C2CC(=O)N3CN(c4ccc(C)c(Cl)c4)CSC3=C2C#N)c1 (stereo unspecified)	i	i	i	-3	i	i	i	i	6	i	-10

No new results follow: an excerpt of the list.
SMILES	KCNQ1 block	TRPC4 agonist	PolyA inh	Platelet DG rel	TRPC4 PAM	KCNK3 inh	KCNQ1 act	TRPC4 block	Dyrk1A ADPGlo	KCNK9 inh	hERG protect
Cc1ccc(S(=O)(=O)N2CCCC(C(=O)N3CCCc4ccccc43)C2)cc1 (stereo unspecified)	i	i	i	6	i	i	i	i	-4	i	-1
C[C@@H]1CCC[C@@]2(O[C@H](CCO)C[C@@H](O)[C@@H]2O)O1	i	i	i	-2	i	i	i	i	-4	i	-14
O=C(CC1CC2CCC1C2)NCCc1ccc(Cl)cc1 (stereo unspecified)	i	i	i	0	i	i	i	i	-9	i	-4
Cc1ccc(-c2nnc(SC(C)C(=O)NCC3CCCO3)nc2-c2ccc(C)cc2)cc1 (stereo unspecified)	i	i	i	-8	i	i	i	i	-3	i	-10
Cc1ccccc1OCC(=O)N/N=C/c1ccccn1	i	i	i	-10	i	i	i	i	19	i	0
O=[N+]([O-])/C=C1\C=CC=CN1Cc1ccc(Cl)cc1	i	i	i	-1	i	i	i	i	2	i	-1
COc1ccc(OC)c(C2CC(=O)N3CN(c4ccc(C)c(Cl)c4)CSC3=C2C#N)c1 (stereo unspecified)	i	i	i	-3	i	i	i	i	6	i	-10
